Scp-1 inhibitor: Scp-1 phosphatase inhibitors, primary screen, biochemical, colorimetric, uHTS; inhibition, % at 20 µM; 340,000 tested, 0.88% active; Carboxy-terminal domain RNA polymerase II polypeptide A small phosphatase 1 (Homo …; AID 493091, 2011; Recombinant Scp1, phosphopeptide, malachite green phosphate absorbance;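 active means inhibition above about 50% at 20 µM, limit read from the data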;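 further: plate controls were DMSO wells with enzyme for no effect and wells lacking enzyme for full effect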
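Incubation: 45 min enzyme reaction at room temperature / System: truncated SCP-1 phosphatase (76-261aa) / Reagent: Phospho 17-mer peptide substrate / Buffer or medium: Acidic Tris acetate buffer with magnesium and detergent / Signal: absorbance at 630 nm / Doses: one concentration, 20 µM, with 1.0% DMSO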
Rpn11 inh: Rpn11 (PSMD14) deubiquitinase inhibitors, primary screen, biochemical, fluorescence polarization, uHTS. human 26S proteasome, Ub4-pepOG fluorescence polarization; 20S core pre-blocked with epoxomicin. calls only at 20 µM. 360,000 tested, 0.59% active. AID 588493, 2011;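 active means inhibition at 20 µM, scaled to each plate's controls, above about 33%, limit read from the data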
Target sequence (O00487 whole entry, looked up): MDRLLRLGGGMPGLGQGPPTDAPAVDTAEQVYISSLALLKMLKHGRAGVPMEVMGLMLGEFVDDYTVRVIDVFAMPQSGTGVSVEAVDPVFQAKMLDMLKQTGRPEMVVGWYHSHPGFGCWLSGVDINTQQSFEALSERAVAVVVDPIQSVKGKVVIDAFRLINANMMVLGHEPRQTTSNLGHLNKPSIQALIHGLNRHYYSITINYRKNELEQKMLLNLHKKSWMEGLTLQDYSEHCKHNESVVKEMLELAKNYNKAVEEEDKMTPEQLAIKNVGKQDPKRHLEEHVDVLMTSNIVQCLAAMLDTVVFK
LMPTP block: LMPTP phosphatase inhibitors, primary screen, biochemical, fluorescence intensity, uHTS; recombinant LMPTP-A, OMFP fluorogenic substrate; 360,000 tested, 0.22% active; inhibition, % at 20 µM; Low molecular weight phosphotyrosine protein phosphatase (Homo sapiens), P24666;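 active means compounds that cut the enzyme signal by at least half of the control window in the single-dose screen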;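 further: plate controls were DMSO wells with enzyme plus substrate for no effect and substrate without enzyme for full effect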
Target sequence (P24666 whole entry, looked up): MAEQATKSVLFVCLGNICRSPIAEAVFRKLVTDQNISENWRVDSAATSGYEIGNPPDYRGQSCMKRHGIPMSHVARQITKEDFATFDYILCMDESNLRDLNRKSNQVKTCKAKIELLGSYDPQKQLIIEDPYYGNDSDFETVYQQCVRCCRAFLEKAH
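Assay system: LMPTP-A enzyme. Input: 0.625 nM LMPTP-A final. Probe or stimulus: 400 µM OMFP. Compound dosing: single 20 µM dose. Schedule: 50 min dark incubation at room temperature. Detection: fluorescence intensity of OMFP turnover product. Read-out: percent inhibition versus substrate-only and uninhibited controls. Benchmarks: no-enzyme low control, uninhibited high control.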
SUMO1 PPI mod: modulators of SUMO1 protein-protein interactions, primary screen, biochemical, uHTS | Small ubiquitin-related modifier 1 (Homo sapiens), P63165 | SUMO1 binding to a labelled peptide, TR-FRET, 1 h | inhibition, % at 20 µM | 360,000 tested, 0.33% active | AID 602429, 2012; in the data active means inhibition above about 37%
CSN deneddyl inh: inhibitors of CSN-mediated cullin deneddylation, primary screen, biochemical, fluorescence polarization, uHTS. 360,000 tested, 0.38% active. COP9 signalosome complex subunit 5 (Homo sapiens), Q92905. Purified CSN, SCF-Nedd8-OG deneddylation. inhibition, % at 12.5 µM;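 active means pattern-corrected inhibition above about 35%, with an unprinted fluorescence ratio check between 0.5 and 1.5, limit read from the data, passing the limit was not always enough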;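 further: 0% = enzyme with substrate and 100% = substrate without enzyme; some results filed as inactive read as strong as hits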
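Assay system: purified human Csn5 enzyme expressed in HEK293T cells; measure: % inhibition; also added: SCFSkp2-Nedd8OG substrate at 10 nM final; technique: fluorescence polarization; times: reaction 90 min, room temperature; medium: Tris buffer pH 7.5, NaCl, DTT, Tween-20, trehalose, ovalbumin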
NadD block: inhibitors of S. aureus NadD, primary screen, biochemical, colorimetric, uHTS; purified NadD enzyme, colorimetric absorbance read-out; inhibition, % at 20 µM; 360,000 tested, 0.78% active; AID 602399, 2012; in the data active means inhibition above about 26%; further: some compounds past the cut are filed as inactive
STEP inh: STEP phosphatase inhibitors, primary screen, biochemical, fluorescence intensity, uHTS. Tyrosine-protein phosphatase non-receptor type 5 (Homo sapiens), P54829. recombinant STEP, OMFP fluorogenic substrate. inhibition, % at 20 µM. 360,000 tested, 0.25% active. AID 588621, 2011;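 active means inhibition at 20 µM, scaled per plate between control wells, above about 37%, limit read from the data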;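 further: 0% = DMSO with enzyme and substrate and 100% = substrate only without enzyme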
Target sequence (P54829 whole entry, looked up): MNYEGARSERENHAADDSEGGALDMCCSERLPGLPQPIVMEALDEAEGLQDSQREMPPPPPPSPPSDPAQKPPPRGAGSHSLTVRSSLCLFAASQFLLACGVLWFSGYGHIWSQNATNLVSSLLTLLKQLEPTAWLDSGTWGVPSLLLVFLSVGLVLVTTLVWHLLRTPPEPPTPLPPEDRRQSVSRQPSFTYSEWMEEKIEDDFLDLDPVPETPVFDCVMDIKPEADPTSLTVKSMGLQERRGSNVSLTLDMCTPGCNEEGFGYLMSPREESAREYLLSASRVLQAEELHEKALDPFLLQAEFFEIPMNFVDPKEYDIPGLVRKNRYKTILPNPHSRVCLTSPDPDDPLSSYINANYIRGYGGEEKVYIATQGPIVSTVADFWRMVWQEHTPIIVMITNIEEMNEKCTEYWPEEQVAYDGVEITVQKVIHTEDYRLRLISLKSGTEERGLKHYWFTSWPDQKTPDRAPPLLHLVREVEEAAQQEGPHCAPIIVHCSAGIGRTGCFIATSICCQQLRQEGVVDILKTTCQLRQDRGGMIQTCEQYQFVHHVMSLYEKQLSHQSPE
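Material: STEP (striatal-enriched tyrosine phosphatase) enzyme, cell-free; Compound dosing: 20 µM single dose in 1% DMSO; Technique: fluorescence read at 480 nm ex / 540 nm em; Times: reaction 20 min, ambient temperature; Medium: 50 mM Bis-Tris pH 6.0 with 2.5 mM DTT and 0.005% Tween 20; Also added: OMFP at 25 µM.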
Neddylation inh: inhibitors of cullin neddylation, primary screen, biochemical, TR-FRET, uHTS, NAE and Ubc12; NEDD8-conjugating enzyme Ubc12 (Homo sapiens) + NEDD8-activating enzyme E1 regulatory …; calls only at 25 µM; 360,000 tested, 0.58% active; in the data active means inhibition above about 36%
Rin1-Abl PPI inh: inhibitors of Rin1-Abl protein binding, primary screen, biochemical, TR-FRET | Tyrosine-protein kinase ABL1 (Homo sapiens) + Ras and Rab interactor 1 (Homo sapiens), … | inhibition, % at 7.35 µM | 360,000 tested, 0.4% active; in the data active means inhibition above about 5%, passing the limit was not always enough
DNMT1 block: human DNMT1 methyltransferase inhibitors, primary screen, biochemical, molecular beacon, fluorescence, HinP1I cleavage, uHTS | DNA (cytosine-5)-methyltransferase 1 (Homo sapiens), P26358 | inhibition (reported as % activation of signal), % at 10 µM | 360,000 tested, 0.83% active | AID 588458, 2011; in the data active means inhibition above about 50%
Active calls of the source: *; i = inactive; nt = no result given.

SMILES	Scp-1 inhibitor	Rpn11 inh	LMPTP block	SUMO1 PPI mod	CSN deneddyl inh	NadD block	STEP inh	Neddylation inh	Rin1-Abl PPI inh	DNMT1 block
CCOC(=O)C1=CSC2=NS(=O)(=O)CCN12	-4	i	-1.3	-7	1	-1	-1	i	2	-1
CC1=C(C(=O)OCC(C)C)[C@]23C(=O)c4ccccc4[C@@]2(O1)OC(N)=C3C#N	-2	i	1.7	-2	4	-7	-1	i	1	-4
CCOc1ccc(NC(=O)CSc2nnnn2-c2ccc(C(N)=O)cc2)cc1	-9	i	-1.9	3	1	-2	-3	i	0	4
CC(C)c1ccccc1OCC(=O)N1CCCCCCC1	-10	i	-0.4	5	4	-1	-2	i	1	2
COc1cccc(NS(=O)(=O)c2ccc3c(c2)NC(=O)C(C)S3)c1 (stereo not drawn)	-2	i	1.2	1	0	-8	-1	i	0	0
COc1ccc(-n2c(C)cc(C(=O)Cn3nc(C(=O)O)c4ccccc4c3=O)c2C)cc1	-1	i	1.1	-7	-13	11	3	i	0	-5
COc1cccc(OC)c1C(=O)NC(C)C12CC3CC(CC(C3)C1)C2 (stereo not drawn)	-6	i	-1.2	-1	1	-4	0	i	0	0
NNC(=O)c1cccc(COc2cccc(Br)c2)c1	1	i	-0.1	0	-10	-1	-1	i	-1	-3
Cn1c(SCC(=O)Nc2cccc(F)c2)nc2c(c1=O)SCC2	-7	i	0.7	1	-8	7	-1	i	-4	3
CN(c1ccccc1)S(=O)(=O)c1cccc(C(=O)NC2CCCCC2)c1	-8	i	1.8	-3	-6	-3	2	i	0	1
C=CCNCCOc1cccc(Br)c1	-43	i	-2.1	2	3	2	0	i	-4	1
CCOc1ccc(NC(=O)CN2C(=O)C3CC=CCC3C2=O)cc1 (stereo not drawn)	-4	i	-0.6	2	-7	3	10	i	1	7
CCc1nnc(NC(=O)c2ccc(S(=O)(=O)N3CCCCC3C)cc2)s1 (stereo not drawn)	-1	i	0.8	-2	0	-5	6	i	-7	4
CCOC(=O)c1cc(-c2ccc(Cl)cc2)nc2c1c(C)nn2CCC#N	-6	i	3.4	-2	-3	-11	-2	i	1	-5
CCN(CC)C(=O)c1cn(CCC#N)nc1-c1ccc(F)cc1	0	i	-1.1	-1	-5	0	1	i	-5	1
COC(=O)[C@H](CC(C)C)NC(=O)NC1CCCc2ccccc21 (stereo partly drawn)	3	i	-2.4	-1	3	-2	2	i	2	0
N#Cc1c(N)c(C(=O)c2ccccc2)n2c1CCC2	-5	i	0.0	-9	4	0	3	i	-8	5
CCc1cc(=O)[nH]c(SC/C=C/c2ccccc2)n1	-11	i	-1.4	8	0	-1	-2	i	3	1
O=C(Nc1ccccc1)c1ccc(=O)n(Cc2ccc(F)c(F)c2)c1	-9	i	-1.9	-1	-11	-1	2	i	3	-2
O=C(CCc1ccc(S(=O)(=O)NCCc2ccccc2)cc1)NCc1ccco1	-2	i	-1.8	-1	-6	-1	-2	i	-3	-1
CCOC(=O)Cn1c(CN(C)Cc2ccccc2)nc2c1c(=O)n(C)c(=O)n2C	-7	i	-2.2	-1	0	-1	0	i	-3	-5
Cc1cccc(N2CCN(C(=O)c3cc(=O)[nH]c4ccccc34)CC2)c1C	-1	i	1.4	0	4	-2	2	i	2	-1
CCCc1cc(C(=O)Nc2ccc(C(=O)c3ccc(C)cc3)cc2)n(C)n1	-6	i	4.1	6	3	-4	0	i	-1	-3
CCCCN1C(=O)C(CC(=O)NCc2ccco2)CC(C(=O)N(C(C)C)C(C)C)=C1C (stereo not drawn)	nt	i	-1.7	2	3	-4	-3	i	3	8
NC(CSC1(c2ccc(Cl)cc2)c2ccccc2-c2ccccc21)C(=O)O (stereo not drawn)	0	i	2.6	20	-2	41*	3	i	4	38
Next section.
SMILES	Scp-1 inhibitor	Rpn11 inh	LMPTP block	SUMO1 PPI mod	CSN deneddyl inh	NadD block	STEP inh	Neddylation inh	Rin1-Abl PPI inh	DNMT1 block
COc1ccc(S(=O)(=O)NC2(C(F)(F)F)NC(=O)N(CCc3ccccc3)C2=O)cc1 (stereo not drawn)	-8	i	-0.7	3	1	3	-4	i	0	0
O=C(CN1C(=O)C2CC=CCC2C1=O)Nc1ccc(S(=O)(=O)Nc2nccs2)cc1 (stereo not drawn)	-2	i	-0.7	4	-2	-4	-1	i	1	-1
COc1ccc2cc(C(=O)C3CCCN(C(=O)c4ccnn4C)C3)ccc2c1 (stereo not drawn)	3	i	-0.3	-10	-2	-4	-2	nt	-4	-1
CCOC(=O)c1c(Nc2nc(C)c(C(=O)NC)s2)sc(C)c1C	-16	i	3.1	0	4	-9	7	i	-1	-8
CC(CN1CCN(C/C=C/c2ccccc2)CC1)c1ccccc1 (stereo not drawn)	-10	i	-0.7	1	5	-7	-2	i	0	8
O=C(NCc1ccc(F)cc1)c1cc(C2CCCN(C(=O)c3ccc4ccccc4c3)C2)on1 (stereo not drawn)	nt	i	2.0	-2	0	-1	-1	i	-1	-11
CCN(CC)C(=O)c1cccc(C)c1	-3	i	-2.0	-3	-2	-4	-3	i	1	0
COc1ccc(CN(CC(=O)NC2CCCC2)C(=O)c2csnn2)cc1	4	i	-0.6	2	4	-2	2	i	2	3
Brc1cnc(N2CCCC2)nc1N1CCCCC1	4	i	1.2	5	-4	-5	-1	i	1	-1
CCOc1ccc2nc(SC3CC(=O)N(c4ccc(OC)cc4OC)C3=O)sc2c1 (stereo not drawn)	-15	i	1.0	1	-1	-4	1	i	3	-5
Cn1c(CCN2CCOCC2)nc2cc(NC(=O)COc3ccccc3)ccc21	-5	i	0.4	-5	2	-1	1	i	4	0
Cc1cc(C)n2nc(C(=O)OCC(=O)c3c[nH]c4ccccc34)nc2n1	-8	i	-0.1	12	4	3	-3	i	0	-4
CC1=C(C(=O)N(C(C)C)C(C)C)CC(CC(=O)NCC2CCCCC2)C(=O)N1Cc1ccccc1 (stereo not drawn)	nt	i	-0.2	5	1	-3	0	i	2	-4
CN(C)S(=O)(=O)c1cccc(N=c2scc(-c3ccc4c(c3)NC(=O)CO4)n2CC2CCCO2)c1 (stereo not drawn)	1	i	13	8	-2	-1	25	i	-1	-7
O=C(CNC(=O)OCc1ccccc1)NC1CCCCNC1=O (stereo not drawn)	-12	i	-2.8	3	-2	-2	-1	i	0	-1
Cc1ccc(OCc2cc(C(=O)NCCc3cccnc3)no2)cc1C	-5	i	-0.3	1	-1	2	-1	i	4	-4
Cc1cc(NC(=O)c2ccc(Cl)cc2)n(-c2ccccc2)n1	-7	i	-1.6	2	2	-2	0	i	2	0
COc1cc(Cl)c(C)cc1NC(=O)CSCC#N	-1	i	1.1	1	4	3	0	i	-4	-3
COc1ccccc1NC(=O)COC(=O)CCC(=O)c1cccs1	-10	i	-0.2	6	4	1	3	i	1	0
C=CCNC(=O)c1c(Br)cnn1-c1ccc(C)cc1	-6	i	1.8	-13	-6	-4	-1	i	-1	0
Cc1nnc(SCC2CCCO2)n1-c1ccccc1 (stereo not drawn)	-4	i	-1.3	0	-2	-6	-3	i	-2	6
CC(C)(C)c1cc(-c2ccccc2)no1	-4	i	-0.9	4	1	-8	0	i	-2	4
CCCCCCCCCCC[C@@H](C[C@@H]1OC(=O)[C@H]1CCCCCC)OC(=O)[C@H](CC(C)C)NC=O	-17	i	1.5	-6	6	7	5	i	5	13
O=c1[nH]c(=S)[nH]c2nccnc12	-7	i	0.7	-11	4	1	-2	i	2	0
NS(=O)(=O)c1ccc(NC(=S)Nc2ccc(F)c(F)c2)cc1	60*	i	-1.4	-4	-1	-2	-3	i	-1	2
Remaining list, next part.
SMILES	Scp-1 inhibitor	Rpn11 inh	LMPTP block	SUMO1 PPI mod	CSN deneddyl inh	NadD block	STEP inh	Neddylation inh	Rin1-Abl PPI inh	DNMT1 block
O=C(O)C1CCCN1C(=O)Nc1ccc(F)cc1 (stereo not drawn)	0	i	-0.3	-3	-5	-3	-1	i	-3	8
CN(CC(O)COCc1cccs1)C1CCCCC1 (stereo not drawn)	-5	i	0.7	0	0	-2	-1	i	5	0
CC(=O)Nc1ccc(-c2ccnc(-c3ccc(NC(C)=O)cc3)n2)cc1	-3	i	-1.2	8	3	-3	1	i	2	-3
COc1ccc(S(=O)(=O)Nc2ccc3c(c2)C(=O)N([C@@H](C)CO)C[C@H](C)[C@H](CN(C)CC2CC2)O3)cc1	-5	i	0.3	-4	-4	-3	-1	i	0	2
CCOc1ccccc1NC(=O)CSc1nnc(Cc2ccc(OC)cc2)c(=O)n1N	-4	i	0.9	-6	7	2	-2	i	1	-5
CN(C)C(CNc1ccc(C(F)(F)F)cc1[N+](=O)[O-])c1ccccc1 (stereo not drawn)	-5	i	3.8	-35	7	-9	3	i	-2	9
CCOC(=O)N1CCN(S(=O)(=O)c2ccc(C(=O)N(CCCN(C)C)c3nc4ccc(CC)cc4s3)cc2)CC1	0	i	-0.5	0	5	0	0	i	4	-3
Cc1ccc([C@@H]2[C@@H]3C(=O)N(C)C(=O)[C@@H]3[C@]3(Cc4ccccc4)C(=O)N(CCO)CC(=O)N23)o1	-8	i	-4.4	2	1	-1	-3	i	4	9
CCCN(CC(=O)Nc1ccccc1OC)C(=O)c1ccc2[nH]c3c(c2c1)CC(C)CC3 (stereo not drawn)	0	i	2.5	7	0	4	1	i	2	-6
CCOC(=O)C1=CN(CC)S(=O)(=O)NC1c1ccccc1 (stereo not drawn)	1	i	-0.2	3	0	0	-3	i	-2	-3

Some of these compounds in order of the CSN deneddyl inh value, high to low:
molecule | CSN deneddyl inh
CN(C)C(CNc1ccc(C(F)(F)F)cc1[N+](=O)[O-])c1ccccc1 (stereo not drawn) | 7
CN(CC(O)COCc1cccs1)C1CCCCC1 (stereo not drawn) | 0
COc1ccc(S(=O)(=O)Nc2ccc3c(c2)C(=O)N([C@@H](C)CO)C[C@H](C)[C@H](CN(C)CC2CC2)O3)cc1 | -4
